ADAM17 inh = inhibitors of human ADAM17 | inhibition, % at 6.95 µM | recombinant ADAM17, EDANS/DABCYL FRET peptide cleavage | hit rate 0.83% among 370,000 | AID 720648 | P78536;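 active = inhibition above the mean of compounds lying between control limits plus 3 SD, set per campaign, cut at about 8.5% in these data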;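 also: 0% = DMSO-only wells as the low control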
PLCg1 inh = inhibitors of human phospholipase C gamma1; inhibition, % at 12.2 µM; P19174; hit rate 0.84% among 370,000; purified PLC-gamma1, fluorogenic substrate, fluorescence; in the data active = inhibition above about 9.5%
PLCb3 inh = PLC-beta3 (human) inhibition, primary screen; Purified PLC-beta3, fluorogenic substrate, fluorescence; hit rate 0.18% among 370,000; inhibition, % at 12.2 µM; Q01970; in the data active = inhibition above about 11%;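 also: 0% = median of compound wells on plate and 100% = full blocker control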
Target sequence (Q01970 whole entry, looked up): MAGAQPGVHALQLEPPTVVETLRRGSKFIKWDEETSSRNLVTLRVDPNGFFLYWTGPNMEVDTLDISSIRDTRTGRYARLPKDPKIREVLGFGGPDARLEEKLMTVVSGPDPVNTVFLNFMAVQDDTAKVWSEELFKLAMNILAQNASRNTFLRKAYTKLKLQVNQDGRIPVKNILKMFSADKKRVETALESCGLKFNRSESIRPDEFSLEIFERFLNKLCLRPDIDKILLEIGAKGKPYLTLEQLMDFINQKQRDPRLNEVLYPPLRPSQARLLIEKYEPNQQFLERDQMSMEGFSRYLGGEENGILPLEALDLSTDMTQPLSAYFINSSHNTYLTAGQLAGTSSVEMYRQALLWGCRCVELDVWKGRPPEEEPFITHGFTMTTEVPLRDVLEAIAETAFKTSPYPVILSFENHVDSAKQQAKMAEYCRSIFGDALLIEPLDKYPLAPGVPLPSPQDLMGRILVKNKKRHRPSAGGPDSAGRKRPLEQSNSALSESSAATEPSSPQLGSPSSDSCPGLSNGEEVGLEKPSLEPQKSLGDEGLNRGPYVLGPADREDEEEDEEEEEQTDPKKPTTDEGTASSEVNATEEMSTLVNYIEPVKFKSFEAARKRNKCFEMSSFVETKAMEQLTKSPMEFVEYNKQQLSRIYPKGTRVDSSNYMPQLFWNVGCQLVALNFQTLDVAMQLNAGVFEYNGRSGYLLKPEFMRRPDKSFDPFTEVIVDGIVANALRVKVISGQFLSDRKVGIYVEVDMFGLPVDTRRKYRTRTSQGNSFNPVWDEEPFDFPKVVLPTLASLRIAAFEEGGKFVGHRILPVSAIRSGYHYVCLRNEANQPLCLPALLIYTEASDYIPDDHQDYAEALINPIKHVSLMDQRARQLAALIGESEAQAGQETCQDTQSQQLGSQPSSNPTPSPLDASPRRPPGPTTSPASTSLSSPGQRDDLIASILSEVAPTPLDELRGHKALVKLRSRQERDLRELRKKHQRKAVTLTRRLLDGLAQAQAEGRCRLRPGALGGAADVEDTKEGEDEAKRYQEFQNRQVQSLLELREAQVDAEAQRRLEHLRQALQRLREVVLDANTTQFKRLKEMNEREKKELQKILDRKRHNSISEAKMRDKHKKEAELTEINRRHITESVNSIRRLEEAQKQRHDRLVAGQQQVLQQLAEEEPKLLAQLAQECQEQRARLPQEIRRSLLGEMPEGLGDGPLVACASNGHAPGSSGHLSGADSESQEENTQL
DDE Tn7 FP inh = disrupts Tn7 cyclic peptide binding to fibrin D-Dimer-E complex; hit rate 0.13% among 370,000; AID 720508; FP displacement of FITC-Tn7 peptide from fibrin DD(E); 0% = median of compound wells per plate; inhibition, % at 8.3 µM;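 active = inhibition above the mean of compounds falling within the control limits plus 3 SD of them, cut at about 14% in these data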;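 also: 0% = plate median of compound wells and 100% = 10 µM Aha-Tn7 peptide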
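Measure: % inhibition scaled between sample-field median and high-control FP; Test system: human fibrin DD(E); Quantity: 2 µM final DD(E) protein; Doses: one dose, 8.3 µM nominal; Schedule: compound with protein 10 min, then 3 h after probe, room temperature; Detection: fluorescence polarization; Medium: Tris buffer with calcium and detergent, pH 7.8.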
ARFGAP1 inh = inhibits rat ARF GTPase activating protein 1 | inhibition, % at 16.5 µM | hit rate 0.26% among 360,000 | Arfgap1-stimulated ARF1 GTP hydrolysis, GDP FP detection;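 active = inhibition above a per-plate limit, mean inhibition of low control wells plus 3 SD, cut at about 25% in these data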;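 also: 0% = DMSO wells with enzyme and 100% = wells lacking Arfgap1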
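Material – truncated rat Arfgap1 GAP domain · Buffer or medium – HEPES-based buffer, pH 7.5 · Reagent – human ARF1(Δ1-17)-GTP substrate · Dosing – 16.5 µM single point, 1.26% DMSO · Schedule – GTP hydrolysis reaction 2 h at 25 °C · Technique – GDP detection by fluorescence polarization · Benchmarks – No-Arfgap1 wells (100%) versus DMSO full-reaction wells (0%) · Repeats – single replicate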
proKLK7 act = proKLK7 (human) activation, primary screen; P49862; purified proKLK7, EDANS-DABCYL substrate fluorescence; 100% is mature enzyme control, 0% vehicle; activation, % at 7 µM; hit rate 0.9% among 370,000; AID 652039;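 active = activation above the mean of all tested compounds plus 3 SD, computed per campaign excluding outliers beyond control limits, cut at about 13% in these data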
Tn6 DDE FP = DD(E)-Tn6 binding inhibition, primary FP screen; P02675; Fibrin DD(E) TRITC-Tn6 fluorescence polarization displacement; inhibition, % at 8.3 µM; hit rate 0.21% among 370,000; AID 720509;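 active = inhibition above a per-campaign cutoff: mean of compounds within control limits plus 3 SD, cut at about 15% in these data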;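 also: 0% = median of all compound wells on the plate and 100% = blocking peptide control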
ASAP1 inh = blocks human ASAP1-stimulated Arf1 GTP hydrolysis; AID 624377; hit rate 0.19% among 360,000; GDP FP detection; inhibition, % at 16.5 µM; in the data active = inhibition above about 25%;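 also: 0% = vehicle with enzyme and substrate and 100% = no enzyme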
UHRF1 binding = human UHRF1 methylated DNA binding inhibitors; Q96T88; inhibition, % at 4.4 µM; hit rate 0.75% among 370,000; AID 687016; UHRF1 binding to methylated oligo, TR-FRET; in the data active = inhibition above about 21%;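 also: UHRF1 SRA domain binding a hemimethylated CpG hairpin DNA probe; 0% = median of test compound wells and 100% = reference inhibitor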
MBD2 inh = MBD2-methylated oligo binding inhibition; Q9UBB5; TR-FRET, MBD2 binding to methylated oligonucleotide; inhibition, % at 4.4 µM; hit rate 0.31% among 370,000; AID 686964; in the data active = inhibition above about 13%
An asterisk follows results filed as active; i = inactive; . = not tested or not shown.

SMILES	ADAM17 inh	PLCg1 inh	PLCb3 inh	DDE Tn7 FP inh	ARFGAP1 inh	proKLK7 act	Tn6 DDE FP	ASAP1 inh	UHRF1 binding	MBD2 inh
Cc1ccc(Cl)cc1NC(=O)c1ocnc1C	2	3	1	-9	7	0.5	-1	13	-3	1
CC(=O)NN1C(=O)/C(=C2/Sc3ccccc3N2C)SC1=S	-5	0	-3	-2	13	0.9	-3	8	-4	-3
Cc1ccc(OCC(=O)NNC(=O)C2CCN(c3ncccn3)CC2)cc1	-11	-9	-18	3	-2	-0.1	3	6	1	1
O=C1c2ccccc2CCc2ccccc21	-2	1	-12	2	-6	-0.2	-1	-14	12	3
O=C(O)CCCC(=O)Nc1nncs1	-2	1	-3	-4	6	-0.5	-3	0	1	-1
NC(=O)c1c(NC(=O)c2ccccc2)sc2c1CCN(Cc1ccccc1)C2	-87	-121	-146	-7	6	-7.8	-1	-9	-1	-3
COc1ccccc1Nc1nc2c(s1)CCC2	-3	-1	-2	-5	1	-1.1	-7	-16	-3	1
O=C(NCC1CCCO1)c1ccc2c(c1)N(Cc1ccccc1)CCS2 (stereo unspecified)	i	i	i	-5	4	-11	6	1	-3	2
OCCN1CCN(c2cc(-c3ccccc3)c3ccccc3n2)CC1	-22	-20	-21	4	1	0.2	0	-23	1	-1
CN(C)C(CNC(=O)c1ccc2c(c1)S(=O)(=O)c1ccccc1C2=O)c1ccco1 (stereo unspecified)	-5	-1	-5	-2	-2	-0.8	-2	7	0	-5
CCCn1c(=N)n(CC(=O)c2cccs2)c2ccccc21	-7	-3	-8	6	-7	-0.1	-1	14	1	8
CN(C)c1nc(Nc2ccccc2)nc(N(C)C)n1	1	2	1	-8	-1	0.3	0	3	1	-4
O=C(Nc1ccc(Cl)cc1)C1CCCN1S(=O)(=O)c1cccc2cccnc12 (stereo unspecified)	2	2	0	2	.	-0.1	-2	.	1	0
C=CCOc1cccc(CNCc2cccnc2)c1	8	8	4	-5	-7	0.3	6	-8	6	-3
Cc1ccc(S(=O)(=O)N2CCOCC2)cc1C(=O)c1nccn1C	-2	2	-8	6	6	-0.3	-3	8	3	-1
CCCCNC(=S)Nc1ccc(Cl)cc1	1	0	1	7	-2	-0.4	2	18	1	2
COc1ccc(-c2cc(C(F)F)n3ncc(C(=O)NCCCN4CCCC4=O)c3n2)cc1	-127	i	i	2	6	2.1	5	8	-1	-1
CCN[C@H]1C[C@H](C)S(=O)(=O)c2sc(S(N)(=O)=O)cc21	-4	3	-1	7	5	-0.3	-9	-7	0	5
CCOC(=O)NCCc1ccc(OC)cc1	-4	1	0	-3	-1	0.4	1	-3	1	6
CC(=O)Nc1ccc(NC(=O)CCN2C(=O)c3ccccc3C2=O)cc1	2	0	-3	-3	-14	-0.1	2	6	1	-5
COCCCNC(=O)C[C@H]1C[C@H](C(=O)N(C(C)C)C(C)C)[C@@]2(C)c3[nH]c4cc(CCC(=O)N(C)C)ccc4c3CCN2C1=O	-3	0	-1	-3	-2	2.0	9	2	-4	-1
Cn1c(C(O)c2ccccc2)nc(Cl)c1Cl (stereo unspecified)	2	0	2	-2	2	0.1	-2	1	5	1
Cc1ccccc1OCc1nnc(SC(C)C(=O)O)n1Cc1ccccc1 (stereo unspecified)	0	-1	2	1	-1	0.5	6	-7	0	2
O=C(COc1ccccc1[N+](=O)[O-])N(Cc1ccccc1)c1ccccn1	-4	-3	-3	-2	-4	1.4	0	-3	3	2
NNC(=O)COc1ccc(-c2nccc(-c3ccc(F)cc3)n2)cc1	-3	1	-7	4	10	0.0	-1	-1	-4	1

Overlap with the part before: three entries, followed by the next part.
SMILES	ADAM17 inh	PLCg1 inh	PLCb3 inh	DDE Tn7 FP inh	ARFGAP1 inh	proKLK7 act	Tn6 DDE FP	ASAP1 inh	UHRF1 binding	MBD2 inh
Cc1ccccc1OCc1nnc(SC(C)C(=O)O)n1Cc1ccccc1 (stereo unspecified)	0	-1	2	1	-1	0.5	6	-7	0	2
O=C(COc1ccccc1[N+](=O)[O-])N(Cc1ccccc1)c1ccccn1	-4	-3	-3	-2	-4	1.4	0	-3	3	2
NNC(=O)COc1ccc(-c2nccc(-c3ccc(F)cc3)n2)cc1	-3	1	-7	4	10	0.0	-1	-1	-4	1
COc1ccc(Br)cc1CNC(=O)C1CCN(S(=O)(=O)N2CCCC2)CC1	3	8	10	0	6	0.7	3	7	0	-2
Cc1nnc(SCC(=O)c2ccc(Cl)cc2)s1	4	8	1	-7	-7	0.4	-7	5	2	0
CCOC(=O)c1c(NC(=O)CC2SC(N)=NC2=O)sc2c1CCCC2 (stereo unspecified)	-2	0	1	-7	-9	-0.6	4	8	-1	0
CC(C)C(=O)Nc1cccc(NC(=O)c2cccc(F)c2)c1	2	0	7	2	11	-0.4	1	-6	0	-1
COc1cccc(C(=O)N2CCN(Cc3ccco3)CC2)c1OC	0	6	7	0	3	-0.5	0	20	6	-2
COc1ccccc1NC(=S)NC(=O)/C=C/c1ccco1	-1	-7	-10	-2	1	-0.1	7	7	0	0
CCOC(=O)c1[nH]c2ccccc2c1N=CN(C)C	-13	-9	-12	-7	-3	-0.3	-2	9	3	1
CCc1cc[n+](CC(=O)Nc2ccc(Cl)cc2Cl)cc1	2	3	4	-8	5	0.1	3	6	-1	-5
CNC(=O)COC(=O)COc1ccc2c(C)cc(=O)oc2c1	-78	-15	-14	8	3	7.5	-10	5	4	2
CCN1C(=O)[C@H]2[C@@H](c3ccc(C)cc3)N3C(=O)N(c4cccc(F)c4)C(=O)[C@@]3(C)[C@H]2C1=O	-4	1	0	5	-4	-0.5	-4	-5	1	0
CC12CCCCC1=CC(=O)CC2 (stereo unspecified)	-1	-2	-4	-1	-3	-0.1	-3	-10	0	0
COC(=O)CCc1ccc(OCC(O)CNC(C)C)cc1 (stereo unspecified)	-5	1	-2	0	-17	-0.5	3	7	0	3
NC(=O)COC(=O)c1ccc(Cl)c(S(=O)(=O)N(Cc2ccccc2)c2ccc(Cl)cc2)c1	10*	5	-2	2	2	-0.5	-3	7	-3	-1
Cc1cc(CNC(=S)Nc2cccc(Cl)c2Cl)nn1C	-1	1	-1	4	-3	-0.2	6	-12	1	4
CN(C(=O)COc1ccc(Cl)cc1Cl)C1(C)CCS(=O)(=O)C1 (stereo unspecified)	-10	-1	-10	4	0	-0.2	5	7	0	4
COc1ccc(C(CC(=O)Nc2cc(OC)cc(OC)c2)n2cccc2)cc1 (stereo unspecified)	3	1	4	-3	5	0.2	-3	4	3	7
Cc1cc(C)c(C(N)=O)c(NC(=O)Nc2ccccc2)n1	-3	1	4	-1	-5	1.2	2	-4	-3	0
CN(C(=O)COc1ccccc1)C1CCS(=O)(=O)C1 (stereo unspecified)	-1	0	1	1	7	0.5	8	-2	1	0
O=C(CSc1nccc(=O)[nH]1)Nc1ccc(Br)c(Cl)c1	3	1	-8	3	2	0.7	10	6	15	3
CCOc1ccc(/C=N/Nc2ccccn2)cc1	-2	-2	-10	3	-4	0.8	3	10	6	6
COc1ccc(CCNC(=O)C2CC3Cn4c(nc5cc6ccccc6cc54)C3N2C)cc1 (stereo unspecified)	-8	-12	-17	1	5	-0.6	-12	2	2	-1
O=C(CCCN1C(=O)/C(=C/c2cccs2)SC1=S)Nc1ccccn1	0	3	-1	-1	7	0.4	1	-3	7	-5
COc1ccc(CCn2c(-c3ccco3)nc3ccccc3c2=O)cc1OC	2	1	-1	0	3	-0.4	4	-2	4	3
CC(C)CC(=O)c1c(O)cc(O)c2c1OC1=C(C(=O)C(C)(C)C(=O)C1(C)C)C2CC(C)C (stereo unspecified)	9.2*	-4	2	1	2	0.2	4	-4	-1	1
CC1Oc2ccccc2N(CC(=O)NC2CC2)C1=O (stereo unspecified)	1	-1	4	3	5	-0.8	9	-13	0	3
O=C(O)CCN1CCc2ccccc2C1c1ccncc1 (stereo unspecified)	-8	-2	-17	-7	-3	0.1	5	-1	2	0
COc1ccc(S(=O)(=O)Cc2ccc(C(=O)NCCc3ccc(S(N)(=O)=O)cc3)o2)cc1	0	-1	1	-2	-8	0.6	-2	8	1	-1
CC1CC1C(=O)Nc1cc(S(=O)(=O)N2CCOCC2)ccc1N1CCCC1 (stereo unspecified)	6	-3	-7	-1	-5	-0.2	-5	-5	1	-9
COc1ccccc1N1CCN(CCC(=O)Nc2ccc3c(c2)OCO3)CC1	-5	-2	0	-1	1	0.7	3	7	1	-6
NC(=O)c1oc2ccccc2c1NC(=O)Cc1ccccc1	0	1	-3	8	4	0.2	0	7	-1	-6

3 records picked at random from those above:
SMILES	ADAM17 inh	PLCg1 inh	PLCb3 inh	DDE Tn7 FP inh	ARFGAP1 inh	proKLK7 act	Tn6 DDE FP	ASAP1 inh	UHRF1 binding	MBD2 inh
Cn1c(C(O)c2ccccc2)nc(Cl)c1Cl (stereo unspecified)	2	0	2	-2	2	0.1	-2	1	5	1
Cc1nnc(SCC(=O)c2ccc(Cl)cc2)s1	4	8	1	-7	-7	0.4	-7	5	2	0
O=C(Nc1ccc(Cl)cc1)C1CCCN1S(=O)(=O)c1cccc2cccnc12 (stereo unspecified)	2	2	0	2	.	-0.1	-2	.	1	0

Reformatted as a markdown table: part of the list above.
| Structure | ADAM17 inh | PLCg1 inh | PLCb3 inh | DDE Tn7 FP inh | ARFGAP1 inh | proKLK7 act | Tn6 DDE FP | ASAP1 inh | UHRF1 binding | MBD2 inh |
| --- | --- | --- | --- | --- | --- | --- | --- | --- | --- | --- |
| O=C(NCC1CCCO1)c1ccc2c(c1)N(Cc1ccccc1)CCS2 (stereo unspecified) | i | i | i | -5 | 4 | -11 | 6 | 1 | -3 | 2 |
| OCCN1CCN(c2cc(-c3ccccc3)c3ccccc3n2)CC1 | -22 | -20 | -21 | 4 | 1 | 0.2 | 0 | -23 | 1 | -1 |
| CN(C)C(CNC(=O)c1ccc2c(c1)S(=O)(=O)c1ccccc1C2=O)c1ccco1 (stereo unspecified) | -5 | -1 | -5 | -2 | -2 | -0.8 | -2 | 7 | 0 | -5 |
| CCCn1c(=N)n(CC(=O)c2cccs2)c2ccccc21 | -7 | -3 | -8 | 6 | -7 | -0.1 | -1 | 14 | 1 | 8 |
| CN(C)c1nc(Nc2ccccc2)nc(N(C)C)n1 | 1 | 2 | 1 | -8 | -1 | 0.3 | 0 | 3 | 1 | -4 |
